From PubChem
CF NFkB block – inhibitors of PAF-induced NF-kB signaling, primary screen, cell-based, GFP fluorescence, uHTS. KKLEB NF-kB-GFP reporter, GFP fluorescence overnight. inhibition, % at 5 µM. 360,000 tested, 0.86% active. AID 588850, 2011;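 active = at least 50% inhibition at 5 µM, scaled per plate between neutral and stimulator controls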;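 note: PAF is a Pseudomonas aeruginosa culture filtrate used as stimulus; plate controls were PAF-stimulated DMSO wells for no effect and unstimulated DMSO wells for full effect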
NR2E3 ag-1 – NR2E3 agonists in two-hybrid cells, primary screen, cell-based, luminescence, CHO-S, Gal4-NCOR/VP16-NR2E3. AID 602229, 2012. 360,000 tested, 0.35% active. Photoreceptor-specific nuclear receptor (Homo sapiens), Q9Y5X4. inhibition of corepressor binding, % at 3.98 µM. luciferase;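 active = inhibition above the mean of all tested compounds plus 3 SD, cut at about 70% in these data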;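 note: 0% = DMSO with NR2E3 transfected cells and 100% = cells lacking NR2E3 construct; higher means lower luciferase signal from less NR2E3 corepressor binding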
Target sequence (Q9Y5X4 whole entry, looked up, the tested form may be a part): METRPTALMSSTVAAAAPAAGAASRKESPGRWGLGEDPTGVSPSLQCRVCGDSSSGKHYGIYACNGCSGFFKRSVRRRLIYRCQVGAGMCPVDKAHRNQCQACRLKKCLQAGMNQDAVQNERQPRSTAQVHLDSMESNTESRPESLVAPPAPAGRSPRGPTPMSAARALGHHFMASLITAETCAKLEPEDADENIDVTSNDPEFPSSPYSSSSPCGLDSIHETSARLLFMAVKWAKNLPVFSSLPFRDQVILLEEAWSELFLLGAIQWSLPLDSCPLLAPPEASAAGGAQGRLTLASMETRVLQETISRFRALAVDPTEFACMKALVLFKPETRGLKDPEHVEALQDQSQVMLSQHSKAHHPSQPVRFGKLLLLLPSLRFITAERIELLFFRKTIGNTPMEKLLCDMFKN
Shn3 3UTR inh – reduction of Shn3 3'UTR firefly luciferase signal, primary screen, Schnurri-3 inhibitor project, cell-based, Clone20 osteoblasts, set 2; Clone20 osteoblast Shn3 3'UTR firefly luciferase, 24 h; inhibition, % at 12.5 µM; 360,000 tested, 0.52% active; AID 588674, 2011;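 active = mean inhibition of at least 75% with every replicate also reaching 75%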;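 note: 0% = median of neutral control wells and 100% = pilot-screen positive control compound; some compounds past the cut are filed as inactive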
LMP1 NFkB inh – EBV LMP1-driven NF-kappaB luciferase reporter inhibitors, primary screen, cell-based, luminescence, single point; LMP1-induced NF-kappaB luciferase reporter cells; inhibition, % at 12.5 µM; 350,000 tested, 0.69% active; AID 504558, 2011; in the data active = inhibition above about 41%;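 note: 0% = neutral control wells and 100% = reference inhibitor control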
KKLEB cytotox – cytotoxicity in KKLEB CF airway cells, primary screen, cytotoxicity control for CF NF-kB inhibitor project, cell-based, uHTS, fluorescence assay plates | KKLEB CF airway cells viability, ATPlite luminescence, overnight; stronger effect = lower value; cells stimulated with P. aeruginosa culture filtrate | activity change (cytotoxicity), % at 5 µM | 360,000 tested, 0.36% active;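 active = corrected activity change at or below -50% at 5 µM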
TRAIL sens C8 – viability loss with TRAIL in NB7+C8 cells, primary screen, TRAIL sensitizer project, cell-based, ATPlite luminescence. inhibition (viability loss, TRAIL sensitization), % at 10 µM. 360,000 tested, 1% active;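 active = compounds causing at least 50% loss of cell viability in the single-dose screen, relative to plate controls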
NR2E3 ag-2 – inhibitors of NR2E3-RetCOR corepressor binding, primary screen, NR2E3 agonist project, biochemical, TR-FRET, GST-NR2E3, biotin-RetCOR; 1536-well; inhibition of corepressor binding, % at 4.78 µM; 320,000 tested, 0.12% active; AID 2300, 2010;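 active = percent inhibition above the cutoff of mean plus 3 SD of all tested compounds, set per screening campaign, cut at about 20% in these data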;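 note: 0% = DMSO wells and 100% = biotin wells as full block of FRET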
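Test system – NR2E3–RetCOR corepressor complex · Quantity – NR2E3 fusion 1.35 nM · Buffer or medium – Tris pH 7.5 · Incubation – Compound–protein incubation for 5 h at 4 °C · Technique – TR-FRET, Eu(K)-anti-GST donor, streptavidin-D2 acceptor, ex 340, em 617/671 nm · Evaluation – percent inhibition of 671/617 nm emission ratio versus biotin and DMSO controls · Plate – 1536-well format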
Peg3 prom inh – Peg3 promoter-driven luciferase inhibitors, primary screen, cell-based, HeLa, luciferase luminescence; HeLa PEG-Prom luciferase reporter, overnight; inhibition, % at 20 µM; 360,000 tested, 1.7% active; AID 588405, 2011;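 active = inhibition of at least 50% at 20 µM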
MITF TRPM1 inh – inhibitors of MITF-dependent TRPM1 promoter reporter, primary screen, cell-based, SK-MEL-5, single point, luciferase | SK-MEL-5 TRPM1 promoter luciferase, 24 h | inhibition, % at 12.5 µM | 330,000 tested, 0.83% active | AID 488899, 2010;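 active = mean inhibition across replicates of 60% or more, whatever share of single replicates reaches that level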; note: values of inactives mirror those of a sister screen read the other way
hiPSC survival – enhancers of single-cell hiPSC survival, primary screen, ATPlite luminescence; 100% = ROCK inhibitor wells, 0% = DMSO; survival enhancement, % at 20 µM; 360,000 tested, 0.044% active; AID 602274, 2012; in the data active = survival enhancement above about 18%;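 note: cells exposed to compounds for 16 hours before the ATP read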
HIF-2a inh – HIF-2a reporter inhibitors, primary screen, luminescence, 786-0 RCC cells; inhibition, % at 18.8 µM; 786-0 RCC cells HIF-2a reporter, luciferase luminescence, overnight; 360,000 tested, 0.72% active;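 active = inhibition of the luminescence signal of 40% or more relative to plate controls, in a single-dose primary screen at 18.75 µM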
* marks the source's active call; other numbers are inactive results; · = not tested or not shown.

SMILES	CF NFkB block	NR2E3 ag-1	Shn3 3UTR inh	LMP1 NFkB inh	KKLEB cytotox	TRAIL sens C8	NR2E3 ag-2	Peg3 prom inh	MITF TRPM1 inh	hiPSC survival	HIF-2a inh
O=S(=O)(c1cc(Cl)ccc1Cl)n1nnc2ccccc21	9	-14	-11	0	-6	15	0	0	0	2.0	-4
COC(=O)c1ccc(S(=O)(=O)N2CCCC2)o1	10	4	8	-8	5	-9	2	4	12	6.1	21
CCN=C1SC(CC(=O)NCc2ccccc2)C(=O)N1CC (centres undefined)	-8	-6	-6	-3	2	-4	-2	4	3	-0.6	16
COc1ccc([C@H]2CC(=O)C=C(c3cc(C=O)ccc3OC)C2)cc1	-8	-3	5	9	-8	7	5	22	21	-3.3	6
CC(C)NC(=O)CSCc1c(F)cccc1Cl	7	-11	7	5	2	8	3	-8	3	3.3	-9
Cc1c(NS(=O)(=O)c2ccc(C(=O)N(C)Cc3cccc(Cl)c3Cl)cc2)c(=O)n(-c2ccccc2)n1C	12	11	-9	-5	-8	3	·	14	10	-3.7	21
COc1nc(-c2ccccc2)nc(-c2ccccc2)c1C	2	-2	13	·	-3	-7	-3	4	·	-0.7	8
CSCCC(NS(=O)(=O)c1ccccc1F)C(=O)NCC(c1ccc(F)cc1)N1CCOCC1 (centres undefined)	12	8	4	2	0	0	-5	6	-7	0.4	10
Cc1nc2ccc(C(=O)N(C)Cc3ccccc3)cn2c1N(C)C(=O)CCc1ccccc1	8	0	-5	·	-6	-13	·	4	·	0.5	-5
O=C(N/N=C/c1ccccc1)c1cccc2ccccc12	-14	-39	-18	-10	8	3	1	-24	-5	-0.2	-103
COc1cc(CCCN2C(N)=NC[C@@H]2Cc2ccccc2)cc(OC)c1OC	16	-20	-15	0	-23	-8	3	-2	-18	-1.7	9
CC(C)(C)OC(=O)N1CCC(NC(=O)c2nc[nH]c2C(=O)N2CCc3ccccc3C2)CC1	-11	-32	-3	0	1	1	-3	15	3	-2.1	-3
CCCC12CN3CCN(CC(C3)/C1=N\NC(=O)c1ccccc1N)C2	-5	-79	-6	8	16	4	0	-17	7	1.3	-25
COC(=O)CCC(=O)NC(=S)Nc1ccc(S(=O)(=O)N2CCCC2)cc1	-1	-15	-1	7	15	-6	5	-8	10	0.6	-7
O=C(Nc1ccnn1C1CCN(CCCc2ccccc2)CC1)c1ccccc1	-6	-1	7	-5	8	-11	0	11	2	-0.6	11
NC(=O)C1CCN(C(=O)c2ccc(Cl)c(S(=O)(=O)N3CCc4ccccc43)c2)CC1	0	-44	12	3	8	-5	·	5	·	-0.9	10
Cc1ccc(Cn2ncn3c(cc4ccccc43)c2=O)cc1	-5	-27	4	-4	2	-7	-1	20	7	-1.7	3
C=CCSc1nnc(-c2cc(Br)ccc2N)c(=O)[nH]1	-8	-34	-21	-7	-2	0	1	-12	0	0.5	-87
CCCn1c(=O)c2c(nc(Br)n2CCC)n(C)c1=O	-3	6	17	-7	0	-5	0	3	-5	-1.0	21
COc1ccc([C@@H]2[C@@H]3C(=O)N(C(C)(C)C)C(=O)[C@@H]3[C@]3(Cc4ccccc4)C(=O)N(c4ccc(Br)cc4)C(=O)N23)cc1	71*	-22	23	0	-83*	10	2	11	-7	5.7	-12
Cc1ccc2c(c1)sc1nc(=O)n(-c3cccc(Cl)c3)c(=O)n12	5	-26	-58	-69	13	8	-2	-319	-99	4.2	-242
CCCc1ccc(C(=O)NNc2ccc(F)cc2)cc1	-17	12	·	-29	14	-8	-1	-63	-6	-0.2	-168
CCOC(=O)C(NC(=O)C1CCCN1C(=O)OCc1ccccc1)C(=O)OCC (centres undefined)	17	-11	-1	5	-6	-8	4	9	-7	-2.0	11
CSc1cccc(NC(=S)N(Cc2ccccc2)Cc2cccnc2)c1	-4	-2	2	1	-3	-13	1	8	14	0.7	18
O=C(c1ccccc1)N1CN2CN(C(=O)c3ccccc3)CC([N+](=O)[O-])(C2)C1	4	-25	7	2	-4	5	-1	-6	-10	1.3	4

14 of the compounds above, with bars between the fields:
canonical_smiles | CF NFkB block | NR2E3 ag-1 | Shn3 3UTR inh | LMP1 NFkB inh | KKLEB cytotox | TRAIL sens C8 | NR2E3 ag-2 | Peg3 prom inh | MITF TRPM1 inh | hiPSC survival | HIF-2a inh
O=S(=O)(c1cc(Cl)ccc1Cl)n1nnc2ccccc21 | 9 | -14 | -11 | 0 | -6 | 15 | 0 | 0 | 0 | 2.0 | -4
COC(=O)c1ccc(S(=O)(=O)N2CCCC2)o1 | 10 | 4 | 8 | -8 | 5 | -9 | 2 | 4 | 12 | 6.1 | 21
CCN=C1SC(CC(=O)NCc2ccccc2)C(=O)N1CC (centres undefined) | -8 | -6 | -6 | -3 | 2 | -4 | -2 | 4 | 3 | -0.6 | 16
COc1ccc([C@H]2CC(=O)C=C(c3cc(C=O)ccc3OC)C2)cc1 | -8 | -3 | 5 | 9 | -8 | 7 | 5 | 22 | 21 | -3.3 | 6
CC(C)NC(=O)CSCc1c(F)cccc1Cl | 7 | -11 | 7 | 5 | 2 | 8 | 3 | -8 | 3 | 3.3 | -9
Cc1c(NS(=O)(=O)c2ccc(C(=O)N(C)Cc3cccc(Cl)c3Cl)cc2)c(=O)n(-c2ccccc2)n1C | 12 | 11 | -9 | -5 | -8 | 3 | · | 14 | 10 | -3.7 | 21
COc1nc(-c2ccccc2)nc(-c2ccccc2)c1C | 2 | -2 | 13 | · | -3 | -7 | -3 | 4 | · | -0.7 | 8
CSCCC(NS(=O)(=O)c1ccccc1F)C(=O)NCC(c1ccc(F)cc1)N1CCOCC1 (centres undefined) | 12 | 8 | 4 | 2 | 0 | 0 | -5 | 6 | -7 | 0.4 | 10
Cc1nc2ccc(C(=O)N(C)Cc3ccccc3)cn2c1N(C)C(=O)CCc1ccccc1 | 8 | 0 | -5 | · | -6 | -13 | · | 4 | · | 0.5 | -5
O=C(N/N=C/c1ccccc1)c1cccc2ccccc12 | -14 | -39 | -18 | -10 | 8 | 3 | 1 | -24 | -5 | -0.2 | -103
COc1cc(CCCN2C(N)=NC[C@@H]2Cc2ccccc2)cc(OC)c1OC | 16 | -20 | -15 | 0 | -23 | -8 | 3 | -2 | -18 | -1.7 | 9
CC(C)(C)OC(=O)N1CCC(NC(=O)c2nc[nH]c2C(=O)N2CCc3ccccc3C2)CC1 | -11 | -32 | -3 | 0 | 1 | 1 | -3 | 15 | 3 | -2.1 | -3
CCCC12CN3CCN(CC(C3)/C1=N\NC(=O)c1ccccc1N)C2 | -5 | -79 | -6 | 8 | 16 | 4 | 0 | -17 | 7 | 1.3 | -25
COC(=O)CCC(=O)NC(=S)Nc1ccc(S(=O)(=O)N2CCCC2)cc1 | -1 | -15 | -1 | 7 | 15 | -6 | 5 | -8 | 10 | 0.6 | -7

The list continues.
SMILES	CF NFkB block	NR2E3 ag-1	Shn3 3UTR inh	LMP1 NFkB inh	KKLEB cytotox	TRAIL sens C8	NR2E3 ag-2	Peg3 prom inh	MITF TRPM1 inh	hiPSC survival	HIF-2a inh
N#Cc1ccc(Oc2cc(C(F)(F)F)nc(-c3ccccn3)n2)cc1	6	16	6	-14	-15	6	-2	8	-3	1.3	1
CCOC(=O)C1(C)CCN1C(=O)c1ccc(OC)c(OC)c1 (centres undefined)	11	8	-20	·	-1	-13	·	4	·	2.9	-6
CCC(C)(O)c1[nH]c2ccc(C(F)(F)F)cc2c1C (centres undefined)	-8	-3	1	-9	7	34	3	-27	1	0.5	-9
O=C1CC2(CCCC2)C(=O)N1CN1CCN(S(=O)(=O)c2ccc(Cl)c(Cl)c2)CC1	6	-25	-12	-1	-20	4	-3	0	-7	-0.1	1
S=C(Nc1ccccc1Cl)N1CCCCC1	8	-8	-41	-21	-3	-18	3	7	8	1.2	-14
CC1=CC(C)C2C(=O)N(O)C(=O)C2C1 (centres undefined)	-4	9	-4	3	10	-1	2	9	2	-0.8	5
CCOC(=O)CSc1nc2c(cnn2-c2ccc(C)cc2)c(=O)[nH]1	11	2	·	1	-4	9	-1	5	0	0.2	10
O=C(Nc1ccc2oc(-c3ccc4ccccc4c3)nc2c1)c1cccs1	51*	-127	-36	-28	-38	1	0	-258	-65	0.8	-264
CC1CCCCC1NC(=O)C(C)N1C(=O)c2ccccc2C1=O (centres undefined)	-7	1	0	6	-5	-3	2	-9	8	0.2	-13
O=C(O)Cc1sc(N/N=C\c2ccccc2)nc1-c1ccccc1	-18	-57	-51	1	9	7	3	-132	-1	-1.5	-187
O=C(NNc1nc(-c2ccccc2)cs1)c1cccs1	6	-22	8	·	0	-3	1	-29	·	-0.1	-84
O=C(COC(=O)c1cc(S(=O)(=O)N2CCCC2)ccc1O)NCCc1ccccc1	2	19	5	-3	2	-12	1	-3	-2	-0.3	5
C=CCOc1c(Br)cc(CNc2ccc(NC(=O)CCC)cc2)cc1OCC	16	2	8	10	-6	-6	3	5	8	-3.3	18
CC(C)(C)c1ccc(S(=O)(=O)N2CCC(O)(c3ccc(Cl)cc3)CC2)cc1	7	15	29	8	1	-2	2	8	7	-0.6	20
O=C1CCCN1c1ccc(N2CCCC2=O)cc1	15	0	-3	-11	-14	-7	-3	-3	14	-0.1	14
COc1ccc(NC(=O)c2ccc(NC(=O)CN3CCN(c4ccc(O)cc4)CC3)cc2)cc1	-7	-20	-16	-8	18	2	·	-40	3	-2.8	-40
CC(=O)Nc1cccc(N=NN2CCCCC2)c1	-6	-40	0	-2	12	-6	2	-7	-2	0.1	-18
O=C(c1ccccc1[N+](=O)[O-])N(CCc1ccccc1)Cc1ccccc1	-17	-20	-4	2	-14	1	2	7	4	-0.3	-6
Clc1cccc(-c2nc3nc4ccccc4nc3n2Cc2ccccc2)c1	-7	-13	23	11	21	-9	0	10	-8	2.8	7
CN(c1ccc(Cl)cc1)c1cc2c(c3c1ccn3C)C1CCC2C1 (centres undefined)	-2	12	1	·	-18	16	·	6	·	3.5	13
CS(=O)(=O)N(CC(=O)N1CCCCCC1)Cc1ccc(Cl)cc1	12	-3	3	7	-2	-7	1	4	-12	-2.4	11
Cc1ccc(C2N(c3ccc(Cl)cc3)C(=O)N3CCCN23)cc1 (centres undefined)	-2	10	2	-13	-5	-2	3	-11	-4	-0.6	-27
CCN(C(=O)CSc1nnnn1-c1ccccc1OC)C1CCS(=O)(=O)C1 (centres undefined)	6	2	-22	2	-18	-4	6	1	11	2.9	-1
CNc1c(N)n(Cc2ccccc2)c(=O)[nH]c1=O	-1	4	-3	-4	-12	0	1	6	-2	7.8	8

A portion of the library, so the mix of outcomes need not match the whole.
